DAX1 inh-1: blocks DAX1 repression of SF-1 activated StAR promoter | HEK293T StAR-luciferase reporter, SF-1/DAX-1 repression relief | inhibition, % at 6.8 µM | actives 1.1% (n = 370,000) | AID 652010;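 active = inhibition above the mean over all tested compounds plus 3 SD, cut at about 3.6% in these data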;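 note: 0% = DAX-1 cells with DMSO and 100% = cells lacking DAX-1 with DMSO; higher inhibition means more luminescence from relief of DAX-1 repression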
ADAM10 inh: inhibitors of human ADAM10 | O14672 | recombinant ADAM10, EDANS/DABCYL FRET peptide cleavage, 3 h | inhibition, % at 7 µM | actives 0.62% (n = 370,000) | AID 720582;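 active = inhibition above a per-campaign cutoff equal to the mean of compounds falling between control-based bounds plus 3 SD, cut at about 20% in these data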;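 note: 0% = DMSO wells while the 100% control is not disclosed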
Target sequence (O14672 214-748 limits assumed): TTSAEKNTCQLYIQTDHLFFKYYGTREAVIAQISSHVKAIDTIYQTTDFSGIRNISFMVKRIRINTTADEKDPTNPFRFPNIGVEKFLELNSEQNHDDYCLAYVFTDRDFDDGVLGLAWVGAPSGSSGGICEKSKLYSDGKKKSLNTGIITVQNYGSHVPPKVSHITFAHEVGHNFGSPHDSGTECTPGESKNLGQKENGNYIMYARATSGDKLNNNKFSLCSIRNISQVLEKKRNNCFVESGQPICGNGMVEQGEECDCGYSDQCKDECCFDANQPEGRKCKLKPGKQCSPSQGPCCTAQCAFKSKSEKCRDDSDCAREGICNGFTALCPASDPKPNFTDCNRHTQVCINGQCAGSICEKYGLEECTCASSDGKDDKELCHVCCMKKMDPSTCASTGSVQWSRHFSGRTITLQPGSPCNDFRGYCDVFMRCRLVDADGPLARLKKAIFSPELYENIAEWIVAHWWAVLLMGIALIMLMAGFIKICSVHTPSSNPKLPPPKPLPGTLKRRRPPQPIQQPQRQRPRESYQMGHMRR
hcDAF12 agonist: activators of H. contortus DAF-12 nuclear receptor; HEK293 hcDAF-12 lit1-tk-luc reporter, luminescence; 0% DMSO, 100% Δ7-dafachronic acid; actives 1.4% (n = 370,000); AID 652067; activation, % at 6.8 µM;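 active = activation above the mean of all tested compounds plus 3 SD, cut at about 5.5% in these data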;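 note: 100% = response to 3 µM Δ7-dafachronic acid high control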
FXN GAA850 act: activators of GAA850 frataxin (FXN) promoter | HEK293 lucGAA850 FXN promoter luciferase reporter, 24 h; percent of 10 µM SAHA response | activation, % at 6 µM | actives 0.56% (n = 360,000) | AID 540364;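 active = activation above the average of all compounds screened plus 3 SD, cutoff fixed separately per campaign, cut at about 7.5% in these data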;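 note: 0% = DMSO wells and 100% = 10 µM SAHA wells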
NPR1 activator: GC-A (human) enzyme activation | HEK293 GC-A cells, cGMP TR-FRET, EC30 ANP; 0% at EC30 ANP, 100% saturating ANP | P16066 | actives 0.14% (n = 370,000) | activation, % at 10 µM; in the data active = activation above about 40%
hgDAF-12 ag: agonists of H. glycines DAF-12 nuclear receptor | HEK293 GAL4-hgDAF12 UAS-luciferase reporter, agonist luminescence; normalized to butyrate control | activation, % at 6.8 µM | actives 1.8% (n = 370,000) | AID 687014;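 active = activation above a cutoff set at the mean of all screened compounds plus 3 SD, cut at about 10% in these data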;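 note: 0% = DMSO wells and 100% = sodium butyrate wells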
NPR2 activator: GC-B (human) receptor activation | actives 0.11% (n = 370,000) | AID 1920062 | activation, % at 10 µM | HEK293-GC-B cells, CNP EC30, cGMP TR-FRET; 0% at EC30 CNP, 100% saturating CNP;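 active = activation at 10 µM reaching about 35% in either raw or pattern-adjusted values, limit read from the data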
ssDAF-12 act: activates DAF-12 receptor from parasite S. stercoralis. HEK293 ssDAF-12/GRIP1 lit1-tk-luc reporter, luminescence; % of 3 µM dafachronic acid response. activation, % at 6.8 µM. actives 1% (n = 370,000). AID 652126;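 active = activation above the mean over all tested compounds plus 3 SD, cut at about 0.9% in these data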;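 note: 0% = DMSO-only wells and 100% = 3 µM delta7-dafachronic acid wells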
HGIII-sPLA2 inh: Blocks human group III sPLA2 activity | QFRET BODIPY PC-A2 liposome hydrolysis, fluorescence | inhibition, % at 12.2 µM | AID 743126 | actives 0.56% (n = 370,000) | Q9NZ20;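 active = inhibition above mean plus 3 SD of compounds lying within the high and low control bounds, cut at about 19% in these data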;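 note: 0% = median of test compound wells and 100% = no enzyme DMSO wells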
SMARCA2 act: activators of SMARCA2 function | activation, % at 9.1 µM | actives 1% (n = 370,000) | MG213 cells, MMTV-luciferase reporter, dexamethasone, overnight | AID 652017; in the data active = activation above about 7.8%;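 note: 0% = vehicle wells and 100% = reference activator wells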
DAX1 inh-2: inhibitors of human orphan nuclear receptor DAX1 (NR0B1); HEK293 Gal4-DAX1 luciferase reporter, luminescence; inhibition, % at 6.75 µM; actives 0.99% (n = 340,000); AID 504766;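 active = inhibition above the mean over all tested compounds plus 3 SD, cut at about 4.2% in these data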;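 note: 0% = DAX1-transfected cells with DMSO and 100% = empty-vector control cells with DMSO; inhibition shows as a rise in luminescence from relieved DAX1 repression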
Target sequence (P51843 207-470 limits assumed): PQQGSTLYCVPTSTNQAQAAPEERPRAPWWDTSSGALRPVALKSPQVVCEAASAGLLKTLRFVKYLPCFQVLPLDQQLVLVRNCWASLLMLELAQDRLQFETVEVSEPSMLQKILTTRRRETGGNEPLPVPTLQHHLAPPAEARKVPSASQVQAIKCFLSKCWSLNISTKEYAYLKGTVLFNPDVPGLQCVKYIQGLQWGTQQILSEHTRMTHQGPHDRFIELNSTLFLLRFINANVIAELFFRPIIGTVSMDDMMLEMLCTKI
* hit, by the source's call; / = no result given.

Key to letters: A = DAX1 inh-1; B = ADAM10 inh; C = hcDAF12 agonist; D = FXN GAA850 act; E = NPR1 activator; F = hgDAF-12 ag; G = NPR2 activator; H = ssDAF-12 act; I = HGIII-sPLA2 inh; J = SMARCA2 act; K = DAX1 inh-2
Cc1ccc(CS(=O)Cc2ccc(C(=O)NC3CCCCCC3)o2)cc1 (stereo unspecified)
  A = -2.2; B = -1; C = 1.6; D = -1.0; E = 3; F = 0.3; G = 1; H = -1.0; I = -1; J = -1; K = 0.0
Cc1cc(=O)n2nc(N3CCC(C(=O)NCc4ccc(Cl)cc4)CC3)sc2n1
  A = -1.9; B = -2; C = -0.3; D = -1.7; E = -5; F = -2.8; G = -5; H = -1.1; I = -2; J = 0; K = -0.4
CNNCc1ccc(C(=O)NC(C)C)cc1
  A = -0.8; B = -12; C = 2.4; D = 0.0; E = 3; F = 1.8; G = -1; H = -1.6; I = 4; J = -3; K = 0.4
O=C(O)C1CC(=O)N(c2ccc(OCc3ccc(Br)cc3)cc2)C1 (stereo unspecified)
  A = 0.1; B = 12; C = -0.1; D = 0.7; E = -2; F = 1.1; G = -4; H = -0.8; I = -1; J = -1; K = 3.8
O=C(O)COc1ccccc1/C=N/NC(=O)CNC(=O)c1ccc(F)cc1
  A = -0.3; B = -3; C = -0.5; D = 1.0; E = 1; F = -4.1; G = -4; H = -1.4; I = -1; J = 0; K = 1.5
CCn1c(/C=C\c2ccccc2C)nc2ccccc2c1=O
  A = -0.7; B = 12; C = 0.1; D = 5.0; E = 9; F = 3.4; G = 4; H = -2.0; I = -2; J = 5; K = -0.6
O=C(NCCCc1ccccc1)c1cccc(Br)c1
  A = -0.2; B = 1; C = -1.9; D = 0.8; E = 7; F = 1.1; G = 3; H = -0.8; I = -7; J = 1; K = 1.9
Cn1c(=O)cc(OCCCC(=O)Nc2cc(-c3ccncc3)ccn2)c2ccccc21
  A = /; B = -12; C = -7.1; D = /; E = 1; F = -10; G = -7; H = -2.9; I = 3; J = /; K = /
Cc1ccccc1NC1=C/C(=N\S(=O)(=O)c2cccs2)c2ccccc2C1=O
  A = -1.0; B = -9; C = 2.9; D = -16; E = 5; F = -3.0; G = 11; H = 0.1; I = -11; J = -6; K = 0.2
O=C(CCC1CCCC1)N1CCC(N2CCCCCC2)CC1
  A = -0.2; B = -9; C = -0.8; D = 0.9; E = -5; F = -1.9; G = 4; H = -1.2; I = 13; J = -3; K = 2.5
Cc1cc(OCCCCCNCCO)ccc1Cl
  A = 0.3; B = 5; C = 0.6; D = 0.2; E = 2; F = 2.9; G = -7; H = -1.4; I = 2; J = 4; K = -0.2
CCOC(=O)N1CCN(C(=O)CSCc2ccccc2C)CC1
  A = 0.3; B = -2; C = 0.0; D = 2.6; E = -3; F = 1.6; G = 0; H = -0.9; I = -8; J = 1; K = 0.8
COC(=O)[C@@H](Cc1ccccc1)NC(=O)NCCc1ccccc1
  A = -0.2; B = 5; C = 0.4; D = -0.1; E = 3; F = -0.1; G = 4; H = -1.3; I = -3; J = -3; K = -0.5
CC(=O)Nc1c(O)nc(SCC(=O)Nc2cccc(C)c2)[nH]c1=O
  A = 0.1; B = -3; C = -0.3; D = 1.1; E = 3; F = 0.4; G = -2; H = -0.8; I = 16; J = -2; K = 1.1
COc1ccc(CC(=O)NC(C)c2nnc(SCCC(=O)Nc3ccccc3)n2C)cc1 (stereo unspecified)
  A = -1.1; B = 6; C = -2.2; D = 1.8; E = 0; F = 0.0; G = 3; H = -0.4; I = -4; J = 3; K = 0.6
Cc1cccc(NC(=O)NNC(=O)c2c(Cl)c(C)nn2C)c1
  A = -0.5; B = 8; C = 2.4; D = -1.6; E = 1; F = -0.7; G = -4; H = -0.3; I = -16; J = -5; K = -1.8
Cc1ccc(C)c(NC(=O)CSc2nnc(CSc3nc(C)cc(C)n3)n2Cc2ccco2)c1
  A = 0.1; B = 2; C = -2.2; D = 0.6; E = -2; F = -1.2; G = -5; H = -1.1; I = 0; J = 6; K = -1.5
O=C(NCC(c1ccco1)N1CCCCC1)c1ccc(COc2ccc(Cl)cc2)cc1 (stereo unspecified)
  A = -4.5; B = 8; C = -2.7; D = 0.5; E = 12; F = -1.9; G = 7; H = -1.6; I = -17; J = -2; K = -2.3
COc1ccccc1CNC(=O)c1ccc(CS(=O)(=O)c2ccc(C)cc2)o1
  A = 0.1; B = -3; C = 1.8; D = -0.4; E = 0; F = 1.0; G = 3; H = -0.9; I = -7; J = 0; K = 0.3
O=C(CSc1ncccn1)NC(=O)Nc1ccc2c(c1)OCCO2
  A = 0.8; B = -12; C = 1.1; D = 0.8; E = 2; F = 5.2; G = -3; H = -1.9; I = 8; J = 0; K = 1.0
CCn1c(=O)c(C(=O)NCc2ccc(OC)cc2)c(O)c2ccccc21
  A = -0.2; B = 3; C = -0.6; D = 3.1; E = -2; F = 0.8; G = 2; H = -0.4; I = 5; J = 1; K = 0.0
COc1ccc(NC(=O)CSc2c3c(nc4cc(Cl)ccc24)CCCC3)cc1OC
  A = -0.4; B = 2; C = -1.5; D = 2.1; E = -12; F = -2.0; G = -9; H = -1.3; I = -4; J = 9.4*; K = 1.1
FC(F)(F)c1ccc(N/N=C/c2cccnc2)nc1
  A = 0.2; B = 2; C = 1.7; D = 4.7; E = 6; F = 4.9; G = -7; H = -0.4; I = -1; J = 4; K = -0.7
CCOC(=O)c1sc(N)c(C#N)c1CSc1nnc(C2CCCCC2)n1N
  A = -0.4; B = 3; C = -0.7; D = -2.3; E = -13; F = -2.0; G = -7; H = -0.9; I = -1; J = -1; K = -1.4
COC(=O)c1ccc[n+](CCc2c[nH]c3ccccc23)c1
  A = -0.1; B = -15; C = 1.1; D = 0.3; E = 0; F = 1.4; G = -2; H = -0.8; I = 6; J = 1; K = 0.5
CCn1c(N2CCN(C(=O)NC3CCCCC3)CC2)nc2ccccc21
  A = -0.2; B = -6; C = -1.7; D = -1.7; E = 1; F = -0.1; G = -3; H = -0.9; I = 10; J = -7; K = 0.9
CCC(C)NC(=S)NNC(=O)c1ccncc1 (stereo unspecified)
  A = -0.1; B = 4; C = -0.4; D = 0.7; E = 5; F = -1.9; G = 14; H = -1.1; I = 5; J = 0; K = 0.2
O=C(NCCN1CCc2ccccc2C1)Nc1ccc([N+](=O)[O-])cc1
  A = 1.1; B = -6; C = 0.3; D = -0.3; E = -1; F = -1.9; G = 0; H = -1.1; I = 21*; J = -4; K = 0.7
Cc1cccc(NC(=O)CNC(=O)CSc2nnc(C(F)(F)F)n2C)c1C
  A = 1.7; B = -8; C = -1.2; D = 0.0; E = 1; F = -0.6; G = 7; H = -1.8; I = -4; J = 3; K = 0.2
c1ccc(CNCC2COc3ccccc3O2)cc1 (stereo unspecified)
  A = 0.3; B = -17; C = -1.0; D = 1.7; E = -6; F = 5.2; G = -4; H = -0.5; I = 5; J = -1; K = 0.7

3 entries from above, sorted by SMILES length, lowest first:
Key to letters: A = DAX1 inh-1; B = ADAM10 inh; C = hcDAF12 agonist; D = FXN GAA850 act; E = NPR1 activator; F = hgDAF-12 ag; G = NPR2 activator; H = ssDAF-12 act; I = HGIII-sPLA2 inh; J = SMARCA2 act; K = DAX1 inh-2
c1ccc(CNCC2COc3ccccc3O2)cc1 (stereo unspecified)
  A = 0.3; B = -17; C = -1.0; D = 1.7; E = -6; F = 5.2; G = -4; H = -0.5; I = 5; J = -1; K = 0.7
FC(F)(F)c1ccc(N/N=C/c2cccnc2)nc1
  A = 0.2; B = 2; C = 1.7; D = 4.7; E = 6; F = 4.9; G = -7; H = -0.4; I = -1; J = 4; K = -0.7
Cc1cccc(NC(=O)NNC(=O)c2c(Cl)c(C)nn2C)c1
  A = -0.5; B = 8; C = 2.4; D = -1.6; E = 1; F = -0.7; G = -4; H = -0.3; I = -16; J = -5; K = -1.8

(next part)
Key to letters: A = DAX1 inh-1; B = ADAM10 inh; C = hcDAF12 agonist; D = FXN GAA850 act; E = NPR1 activator; F = hgDAF-12 ag; G = NPR2 activator; H = ssDAF-12 act; I = HGIII-sPLA2 inh; J = SMARCA2 act; K = DAX1 inh-2
CCCCn1c(N)c(N(CC)C(=O)c2cnc(C)cn2)c(=O)[nH]c1=O
  A = -0.5; B = -17; C = 1.6; D = 2.4; E = 1; F = 1.1; G = -3; H = -0.2; I = 17; J = 2; K = 0.4
c1ccc2c(CN3CCSCC3)cccc2c1
  A = 0.4; B = 7; C = 0.2; D = 0.6; E = -2; F = 1.4; G = 0; H = -0.8; I = 10; J = -2; K = -0.9
COC(=O)N1C/C=C\C(c2ccc(OC)cc2)N(Cc2ccc(F)cc2)C(=O)C1 (stereo unspecified)
  A = 1.1; B = -7; C = -1.9; D = -0.6; E = -3; F = -0.8; G = -6; H = -1.4; I = 1; J = 0; K = -0.4
COc1ccccc1/C=C/C(=O)OCc1nc2ccccc2c(=O)[nH]1
  A = 0.6; B = -38; C = -0.5; D = -0.9; E = 0; F = 0.5; G = -6; H = -0.9; I = 0; J = -2; K = -0.1
Cc1cccc(NC(=O)CN(C)CC(=O)NC(c2ccccc2)c2ccccc2)c1C
  A = 0.2; B = -9; C = -1.0; D = -1.9; E = 0; F = -0.4; G = -1; H = -0.9; I = 1; J = -3; K = -0.3
COc1ccc(NC(=S)N2CCC(N(C)CCN3CCOCC3)CC2)cc1
  A = 0.1; B = -4; C = -1.3; D = 3.1; E = -2; F = 0.8; G = 3; H = -0.9; I = 17; J = -1; K = -1.3
COc1ccc(S(=O)(=O)N2CCC(C(N)=O)(N3CCCCC3)CC2)cc1OC
  A = -0.3; B = -8; C = -0.1; D = 1.1; E = 2; F = -0.1; G = -1; H = -0.6; I = 1; J = -2; K = -0.1
C=C(C)c1cccc(C(C)(C)NC(=O)N2CCN(c3ccccc3OC)CC2)c1
  A = -0.8; B = -2; C = 2.1; D = 2.4; E = -2; F = -0.6; G = 0; H = -1.6; I = -6; J = 0; K = 4.1
Cc1sc2c(c1C)C(=O)NC(c1ccccc1F)N2 (stereo unspecified)
  A = 0.5; B = -24; C = 0.5; D = 5.3; E = 5; F = 4.0; G = 4; H = 0.8; I = 4; J = 3; K = 1.3
Cn1c(=O)[nH]c(=O)c2c1nc(Br)n2CCCO
  A = 0.2; B = 2; C = -1.9; D = -2.2; E = 0; F = -2.7; G = 0; H = -1.6; I = 2; J = -2; K = 0.0
CS(=O)(=O)N1CCC(C(=O)Nc2cccc([N+](=O)[O-])c2)CC1
  A = -0.5; B = 6; C = 0.3; D = -0.1; E = -1; F = -3.4; G = -2; H = -1.9; I = -2; J = 3; K = 0.6
